FBW7 act: FBW7 E3 ligase activators, primary screen, biochemical, AlphaScreen, human. AlphaScreen FBW7–phospho-cyclin E peptide binding, activator screen. 0.13% of 650,000 active. AID 1259310, 2017. normalized activity (activation), % at 26.1 µM; in the data active = normalized activity above about 1.9%;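 also: purified mutant Fbw7 with reduced substrate affinity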
MITF primary: MITF inhibitors, primary screen, biochemical, AlphaScreen, human | Microphthalmia-associated transcription factor (Homo sapiens), O75030 | AlphaScreen MITF homodimerization, bead proximity signal | inhibition, % at 2.6 µM | 0.91% of 650,000 active | AID 1259374, 2018; in the data active = inhibition above about 50%;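 also: 0% = vehicle wells with protein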
Target sequence (O75030 whole entry, looked up): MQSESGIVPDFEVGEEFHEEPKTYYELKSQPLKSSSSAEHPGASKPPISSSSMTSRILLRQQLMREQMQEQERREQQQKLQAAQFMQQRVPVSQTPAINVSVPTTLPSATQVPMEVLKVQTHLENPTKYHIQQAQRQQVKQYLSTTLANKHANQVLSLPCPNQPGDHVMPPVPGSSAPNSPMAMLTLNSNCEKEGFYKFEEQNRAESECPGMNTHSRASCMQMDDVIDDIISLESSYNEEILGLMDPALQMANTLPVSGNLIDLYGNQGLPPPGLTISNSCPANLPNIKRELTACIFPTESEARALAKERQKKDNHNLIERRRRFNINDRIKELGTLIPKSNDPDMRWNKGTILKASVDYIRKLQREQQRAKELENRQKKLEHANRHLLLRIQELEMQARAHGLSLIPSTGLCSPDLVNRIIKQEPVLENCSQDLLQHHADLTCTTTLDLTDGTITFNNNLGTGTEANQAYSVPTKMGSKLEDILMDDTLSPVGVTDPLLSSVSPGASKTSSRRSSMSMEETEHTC
GPR151 activ: activators of human GPR151, primary screen, cell-based, PathHunter beta-arrestin, luminescence; G-protein coupled receptor 151 (Homo sapiens), Q8TDV0; PathHunter beta-arrestin GPR151 cells; activation, % at 11.2 µM; 1% of 650,000 active; AID 1508602, 2020; in the data active = activation above about 4.9%;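 also: 0% = median of compound wells and 100% = cells with positive control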
Target sequence (Q8TDV0 whole entry, looked up): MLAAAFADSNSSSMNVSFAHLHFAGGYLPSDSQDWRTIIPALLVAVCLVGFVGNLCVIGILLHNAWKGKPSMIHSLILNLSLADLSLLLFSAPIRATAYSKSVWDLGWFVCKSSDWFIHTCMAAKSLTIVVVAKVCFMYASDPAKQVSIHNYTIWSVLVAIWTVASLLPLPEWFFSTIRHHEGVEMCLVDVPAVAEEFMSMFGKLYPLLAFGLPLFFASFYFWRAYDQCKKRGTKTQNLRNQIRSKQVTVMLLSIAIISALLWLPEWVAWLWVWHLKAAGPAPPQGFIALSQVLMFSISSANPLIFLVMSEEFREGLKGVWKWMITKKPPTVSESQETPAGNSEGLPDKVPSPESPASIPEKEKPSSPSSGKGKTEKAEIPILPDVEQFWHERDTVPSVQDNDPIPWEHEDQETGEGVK
TEAD-YAP block: TEAD-YAP interaction inhibition, primary screen, TEAD-YAP interaction inhibitor project, luminescence, HEK-TIYL cells | inhibition, % at 9.12 µM | 1.4% of 640,000 active | TEAD-Gal4/YAP UAS-luciferase luminescence | AID 1259422, 2018; in the data active = inhibition above about 32%;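 also: 0% = median of test compound wells and 100% = reference inhibitor wells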
* = called active by the depositor.

mol	FBW7 act	MITF primary	GPR151 activ	TEAD-YAP block
CCOC(=O)c1ccccc1NC(=O)Cc1c(C(=O)O)n(C)c2ccccc12	-0.1	-4	0.6	4
COCCNc1c(-c2ccc(OC)cc2)nc2ccc(C)cn12	-0.2	-9	0.6	-4
CCOC(=O)Nc1ccc2c(COC(=O)c3nc4nc(C)ccn4n3)cc(=O)oc2c1	0.0	-3	-1.5	-2
Cc1ccc(C(=O)Cn2ccsc2=NC2CCCCC2)cc1	-0.1	12	-0.6	-5
O=C(Cn1nc(-c2cc3c(s2)CCC3)oc1=O)N1CCCC1	0.0	1	3.5	-5
Cc1cnc(NC(=O)c2c(O)c3cccc4c3n(c2=O)CC4)s1	0.4	9	0.3	-3
CSc1ncc(Nc2nc(C)c(-c3ccccc3)s2)cn1	0.1	1	2.0	-29
Cc1ccc(C)c2[nH]c(=O)c(CN(CCCO)Cc3nnnn3C3CCCCC3)cc12	0.0	4	0.3	5
COc1ccccc1C1(O)CCN(S(C)(=O)=O)CC1	-0.1	0	-2.1	3
COc1ccc2cc(C)c3nn(CC(=O)NC4CCCC4)c(=O)n3c2c1	0.1	12	-0.7	1
COc1ccc2ccccc2c1C1NC(=S)NC(C)=C1C(C)=O (stereo not drawn)	0.0	7	-1.7	1
CCOP(=O)(OCC)c1nc(-c2ccc(F)cc2)oc1NCc1ccccc1	0.0	2	3.4	-1
CCC1CCCCN1CCCNC(=O)Cn1ncc2c1-c1cc(C)ccc1OC2 (stereo not drawn)	-0.1	-2	-0.3	-6
CCOc1cc(C)c(Cl)cc1S(=O)(=O)N(C)C	0.8	11	0.6	6
CC(=O)c1cccc(-c2cncc(C(N)=O)c2)c1	0.6	2	3.2	11
COc1cc(CCC(=O)NC2CCCCCC2)cc(OC)c1OC	0.2	9	0.3	6
CCC(=O)NC1=NC(=O)/C(=C/c2cn(C(=O)CC)nc2-c2ccccc2)S1	-0.6	13	-0.7	3
Cc1ccnn1CCC(=O)N1CCC2(CC1)NC(=O)c1cccnc1N2C	-0.2	21	0.3	-2
CC(C(=O)Nc1cnc(-c2ccccc2)s1)N1C(=O)c2ccccc2C1=O (stereo not drawn)	-0.1	3	2.2	5
O=C1c2ccccc2C(O)N1c1ccccn1 (stereo not drawn)	-0.2	-11	-4.4	-17
Cc1c(C(=O)N2CCC(C)CC2)sc2ncn(CC(=O)N3CCN(c4ccccn4)CC3)c(=O)c12	0.7	14	-0.7	-2
CCCN1C(=O)c2cccc3c(NC(C)=O)ccc1c23	0.0	-4	0.1	6
c1csc(C2CC(c3ccc4c(c3)OCO4)Nc3nnnn32)c1 (stereo not drawn)	0.2	-12	0.3	-7
COc1cc(Nc2cccc(C(=O)NCc3ccccc3)n2)cc(OC)c1OC	-0.3	1	-2.6	5
COc1ccc(C(=O)C2CCN(CC(=O)Nc3ccc4c(c3)OCCO4)CC2)cc1	0.0	11	0.7	10
CC1CCN(Cc2nnnn2CCCC(=O)N(C)C(C)c2ccccn2)CC1 (stereo not drawn)	0.2	9	-1.2	10
CC(/C=N/NC(=O)c1ccccn1)=C\c1ccco1	-0.2	48	-1.6	-54
O=[N+]([O-])c1ccc(NCCNS(=O)(=O)c2ccc(Cl)c(Cl)c2)cc1	0.1	3	-0.4	-4
CCN1C(=O)Cc2cc(NC(=O)Nc3ccc(Cl)c(Cl)c3)ccc21	0.1	2	1.7	-4
Cc1cccc(NC(=O)CN2C(=O)N/C(=C\c3ccc(N4CCCC4)cc3C)C2=O)c1	-0.1	13	-0.1	-25
CCCOc1ccc(C(O)(CCC)CCN2CCCCC2)cc1 (stereo not drawn)	0.1	4	0.8	9
O=C1NC2(CCc3ccccc3C2)C(=O)N1CN1CCN(Cc2ccc3c(c2)OCO3)CC1 (stereo not drawn)	-0.1	5	8.3*	9
Cc1c(C(=O)Nc2cccc(C(F)(F)F)c2)sc2ncn(CC(=O)Nc3cccc(C(F)(F)F)c3)c(=O)c12	-0.1	-13	0.0	-7
O=C(c1cc(-c2ccc3c(c2)OCO3)on1)N1CCc2ccccc2C1	0.1	8	-0.6	-1
Cc1ccc(-c2ccc(/C=N/O)o2)cc1[N+](=O)[O-]	-0.3	-9	-0.5	-40
CCOC(=O)c1cccc(COC(=O)CCS(=O)(=O)c2ccc(C)cc2)c1	-0.1	-20	1.9	8
O=C(Nc1ccc(Cl)c(Cl)c1)OCC(F)(F)F	0.0	0	0.7	1
COc1ccc(CCNC(=O)c2ccc(Cn3nnc4ccccc4c3=O)cc2)cc1OC	0.0	-11	0.1	20
CCOC(=O)c1c(-c2ccco2)csc1N	-0.2	-7	-0.4	-4
CCCCN(C)C(=O)CCNC(=O)Cn1cnc2sc3c(c2c1=O)CCCC3	-0.1	0	-0.4	2

Reformatted with two lines to a compound: part of the list above
The line under a structure holds: FBW7 act | MITF primary | GPR151 activ | TEAD-YAP block
COc1cc(Nc2cccc(C(=O)NCc3ccccc3)n2)cc(OC)c1OC
  -0.3 | 1 | -2.6 | 5
COc1ccc(C(=O)C2CCN(CC(=O)Nc3ccc4c(c3)OCCO4)CC2)cc1
  0.0 | 11 | 0.7 | 10

Sorted by formula weight (lowest first): some entries from above
mol	FBW7 act	MITF primary	GPR151 activ	TEAD-YAP block
CCCN1C(=O)c2cccc3c(NC(C)=O)ccc1c23	0.0	-4	0.1	6
c1csc(C2CC(c3ccc4c(c3)OCO4)Nc3nnnn32)c1 (stereo not drawn)	0.2	-12	0.3	-7
O=C(c1cc(-c2ccc3c(c2)OCO3)on1)N1CCc2ccccc2C1	0.1	8	-0.6	-1
CCOC(=O)c1cccc(COC(=O)CCS(=O)(=O)c2ccc(C)cc2)c1	-0.1	-20	1.9	8
Cc1c(C(=O)N2CCC(C)CC2)sc2ncn(CC(=O)N3CCN(c4ccccn4)CC3)c(=O)c12	0.7	14	-0.7	-2

Additional structures follow:
mol	FBW7 act	MITF primary	GPR151 activ	TEAD-YAP block
CCSc1nc2c(c(=O)[nH]1)C(c1ccc([N+](=O)[O-])cc1)C1=C(CCCC1=O)N2 (stereo not drawn)	0.2	14	-0.7	6
Cc1csc(NC(=O)CSc2nnc(-c3ccc(Cl)cc3)n2N)n1	0.0	10	1.3	2
CCOC(=O)c1cnn(-c2ccnc(Nc3ccc(N4CCOCC4)cc3)c2)c1N	0.2	21	3.3	-5
COC(=O)c1cc(Cl)cc(Cl)c1O	0.2	8	0.3	-5
COc1c(OC(C)=O)ccc(/C=N/NC(=O)COc2ccc(C)c(C)c2)c1[N+](=O)[O-]	0.0	-4	-0.5	-1
O=C(Nc1nc2c(F)cc(F)cc2s1)c1ccc([N+](=O)[O-])s1	0.2	11	0.7	-18
C[N+](C)(C)CCOC(=O)CCC(=O)OCC[N+](C)(C)C	0.6	9	-1.2	0
Cc1ccc(OCCOc2cccc(/C=C3\C(=N)N4N=C(CC(C)C)SC4=NC3=O)c2)c(C)c1	0.0	-5	2.0	-57
CCOc1ccc(-n2nc(C(=O)NCC3CCCO3)c3ccccc3c2=O)cc1 (stereo not drawn)	0.1	4	1.0	12
CNc1nnc(-c2cc3cc(Cl)ccc3oc2=O)s1	0.9	14	-0.8	-42
CC(C)(C)OC(=O)N1CCC(c2nc(-c3nc4ccc(-c5ccncc5)cc4[nH]3)cs2)CC1	0.1	-5	3.5	94*
CN(Cc1cscn1)C(=O)C1CC12CCN(Cc1cc3c(cc1Cl)OCO3)CC2 (stereo not drawn)	0.0	-3	-1.4	-8
CCOc1cc(C(=O)NCc2nnc(SCC(=O)Nc3nccs3)n2-c2ccc(F)cc2)cc(OCC)c1OCC	-0.1	8	0.0	10
CCOC(=O)C1=CN(C)C=C(C(=O)OCC)C1c1ccccc1OCc1ccccc1	0.2	-1	-0.3	-5
CCCOC(=O)C1=C(C)NC(=O)NC1c1cccc(OCC)c1 (stereo not drawn)	0.0	-10	1.5	-12
Cc1ccc(OCCn2c(NC(=O)c3ccco3)nc3ccccc32)cc1	0.0	-1	0.0	9
Cc1ccc2c3c(ccc2n1)NC1=C(C(=O)CC(C)(C)C1)C3c1cccc(Cl)c1Cl (stereo not drawn)	0.0	10	0.0	1
COc1cc(CN2CCN(c3ccccc3F)CC2)c([N+](=O)[O-])cc1OC	0.1	64*	-0.4	-3
Cc1sc2nc(Cc3ccccc3)nc(Nc3ccccc3)c2c1C	-0.1	-12	-1.0	-3
O/N=C/c1cn(-c2ccccc2)nc1-c1ccc(Br)cc1	0.5	12	0.8	-14

A few values from the list.
CN(Cc1cscn1)C(=O)C1CC12CCN(Cc1cc3c(cc1Cl)OCO3)CC2 (stereo not drawn) – TEAD-YAP block = -8
COCCNc1c(-c2ccc(OC)cc2)nc2ccc(C)cn12 – MITF primary = -9

(continued)
mol	FBW7 act	MITF primary	GPR151 activ	TEAD-YAP block
COc1cccc(C(=O)Nc2cccc(-n3c(C)nc4ccccc4c3=O)c2)c1	-0.2	-5	-0.2	-3
Cc1ccc(/C(O)=C2/C(=O)C(=O)N(CCN(C)C)C2c2ccc(Cl)cc2)cc1 (stereo not drawn)	0.1	-4	-0.7	-20
Cc1cc(C)c2c(-c3ccccc3)[nH]nc2n1	0.1	3	-4.8	-51
CCOCCc1nnc(NC(=O)CSCc2ccccc2)s1	0.1	15	1.9	-6
CCCCNc1ncnc2c1c(-c1ccccc1)cn2-c1cccc(Cl)c1	0.0	18	0.0	4
Cc1cnc(Nc2cccc(N(C)C)c2)nc1NCCOc1ccccc1	-0.3	9	-1.2	7
CC1C(=O)C(CN(C)C)C2CC1C2(C)C (stereo not drawn)	0.0	-1	0.2	-4
CCCCCn1c(SCc2ccc(F)cc2)nc2c1c(=O)[nH]c(=O)n2C	-0.3	0	-0.4	-6
CCOc1ccc(S(=O)(=O)c2c[nH]c3cc(OC)c(OC)cc3c2=O)cc1	0.2	14	0.2	6
Cc1cnc(NCc2ccc3c(c2)OCO3)nc1NCCN(C(C)C)C(C)C	-0.1	-5	0.1	8
COC(=O)c1ccc(/C=C2\N=C(c3cccc(F)c3)OC2=O)cc1	0.1	18	0.0	10
O=C1CCCN1c1nc(-c2ccc3c(c2)CCCC3)cs1	0.0	-5	-1.9	-49
CN(C)c1ccc2sc(=S)[nH]c2c1	-0.2	16	-1.2	-33
FC(F)(F)c1cccc(CNc2nc(Nc3ccncn3)nc3c2ncn3-c2ccccc2)c1	0.1	13	-0.9	-31
Cc1cccc(-c2nc3ccccc3c(=O)n2NC/C=C/c2ccccc2)c1	0.9	11	-0.8	-17
Cc1cccc(C(=O)NNC(=O)C(=O)NC(C)(C)C)c1	0.0	2	0.4	-3
CCNC(=S)Nc1ccc(C)cc1Br	0.0	-1	-6.0	-4
COc1cccc(CC(=O)Nc2cnc3cnc(-c4ccccc4OC)cn23)c1	1.1	26	0.3	17
O=C(CCCn1c(=S)[nH]c2cc3c(cc2c1=O)OCO3)NCCCN1CCOCC1	0.2	-1	2.5	-4
COc1ccnc(N2CCC(NCc3ccc(C(F)(F)F)nc3)CC2)n1	-0.1	-10	-0.8	2
CC[C@@H]1NC(=O)[C@@H]2C[C@H](NC(=O)c3ccc(Cl)cc3)CN2C1=O	0.0	14	-0.3	0
COc1ccc(NC(=O)NC(C)(C)C)cc1S(=O)(=O)N1CCCCC1	0.0	1	-1.1	1
CCCn1c(O)c2ccc(C(=O)N=NC(=O)c3cccnc3)cc2c1O	-0.1	18	3.0	16
CCN(CC)CCCNC(=O)C1CCCN(Cc2nc(-c3ccccc3C)oc2C)C1 (stereo not drawn)	-0.2	8	0.8	-6
O=C(NCCNC(=O)c1ccn[nH]1)c1ccn[nH]1	0.1	2	-0.5	5
N#Cc1nc(-c2ccc(Cl)cc2Cl)oc1N1CCN(C(=O)c2ccccc2F)CC1	0.2	1	-0.1	10
O=c1[nH]c(-c2ccc3c(c2)OCO3)nc2ccccc12	-0.2	0	0.6	-26
CCN1Cc2ccccc2CC1C(=O)O (stereo not drawn)	0.6	28	-0.1	4
CCOc1cccc2cc(C(=O)Nc3ccc(C)cc3)/c(=N/c3sc4c(c3C#N)CCCC4)oc12	0.1	11	-0.1	5
Cc1ccc2nc(C(C#N)C(=O)c3nc(S(C)(=O)=O)ncc3Cl)[nH]c(=O)c2c1 (stereo not drawn)	0.0	-15	1.0	8
COc1cccc(NC(=O)NCCSc2ccc(Cl)cc2)c1	0.2	-6	1.0	-1
O=C(O)C1CSC(c2ccc(O)cc2)N1 (stereo not drawn)	0.0	13	-1.6	6
COc1cccc(-c2cnc3c(n2)[nH]c(=O)n3Cc2ccccn2)c1	0.1	0	-0.5	-5
COc1cc2ccccc2cc1C(=O)Nc1nc(-c2ccccc2OC)cs1	0.1	5	0.8	4
NS(=O)(=O)c1ccc(NC(CNS(=O)(=O)c2ccccc2)c2ccccc2)cc1 (stereo not drawn)	0.0	4	2.4	9
COc1cccc(-c2ccc3c(c2)COC2(CCNCC2)O3)c1	0.1	9	0.3	7
CN(Cc1ccccc1)S(=O)(=O)c1ccc(NS(=O)(=O)Cc2ccccc2)cc1	0.1	5	1.9	-6
COc1ccc(CNC(=O)CN(c2ccccc2OC)S(=O)(=O)c2ccc(C)cc2)cc1	0.0	3	-0.8	7
Cc1ccc(S(=O)(=O)NC(C(=O)Oc2cc3oc(=O)cc(C)c3cc2Cl)C(C)C)cc1 (stereo not drawn)	0.0	-7	-1.2	3

From PubChem

No enrichment for hits; 3.4% or so of the library scored in one or more.
